MCF10A rerep: A quantitative high throughput screen for small molecules that induce DNA re-replication in MCF 10a normal breast cells; MCF 10A DNA re-replication, Hoechst nuclear intensity, 48 h; Potency, µM (top dose mostly 46.1 µM), inactives show top-dose activity, positive = re-replication, most hits filed as activators; hit rate 2.9% among 350,000; also: % of control where 0% means no effect; nearly all actives have a fitted effect of over 50% in size
Nrf2 inh: Nrf2 qHTS screen for inhibitors; A549 ARE-Fluc reporter, luciferase luminescence, 18-24 h; Potency, µM (top dose mostly 46 µM), without a hit: at the top dose activity change, negative = inhibition, usual class: inhibitors; hit rate 2.1% among 360,000; also: % is scaled to controls: 0 for no effect and ±100 for the full control effect; nearly all actives have a fitted effect of over 60% in size
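Nrf2 activity is the BugLite luminescence, read 15 min after reagent at room temperature, following CellTiter-Fluor cytotoxicity readout (30 min, 37C). Compound titrations were applied for 18-24 h to 5000 A549 ARE_Fluc cells/well in 5% FBS OPTI-MEM.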
ATXN2 expr inh: Primary qHTS for Inhibitors of ATXN expression; HEK-293 ATXN2-luciferase reporter, luminescence, 24 h; hit rate 0.72% among 360,000; AID 1745845, 2022; Potency, µM (series often up to 57 µM), for inactives: top-dose activity change, negative = inhibition, most hits filed as inhibitors; also: % is scaled to controls: 0 for no effect and ±100 for the full control effect; nearly all actives have a fitted effect of over 55% in size
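qHTS (up to 57 uM final) was run with 24 h compound exposure of reporter cells at 37 °C. Each well was multiplexed: SteadyGlo luminescence measured ATXN2-luciferase expression after a fluorogenic Gly-Phe-AFC viability readout (25 uM final).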
HepG2 viability: qHTS for Inhibitors of TGF-b: Cytotox Counterscreen | AID 588856, 2011 | Potency, µM (series often up to 46.1 µM), for the others: at the highest dose activity change, negative = cytotoxicity, usual class: cytotoxic | HepG2 CAGA-GFP viability, ATP luminescence, 18 h | hit rate 0.76% among 410,000; also: some results filed as inactive show a strong effect at the top dose
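CellTiter-Glo luminescence gave cytotoxicity after 18 hours at 37 degrees C. The cells were HepG2 CAGA-GFP in 1% FBS DMEM, stimulated with 500 pg/mL TGF-beta after compound addition. %Activity was normalised to no-cell wells (complete cell-killing) and DMSO (no toxicity), and curves were fitted and classified.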
A549 viability: Nrf2 qHTS screen for inhibitors: counterscreen for cytotoxicity. A549 ARE-Fluc cells, CellTiter-Fluor viability, 18-24 h. Potency, µM (titrated, usually from 46 µM), without a hit: at the highest dose activity change, negative = cytotoxicity, actives largely listed as inhibitors. hit rate 0.16% among 390,000. AID 504648, 2011; also: % is scaled to controls: 0 for no effect and ±100 for the full control effect
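Cytotoxicity counterscreen: CellTiter-Fluor fluorescence was measured in A549 ARE_Fluc cells after 18-24 h of compound exposure in a concentration series. The subsequent BugLite luminescent read reports ARE-luciferase activity.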
TGFb inhibitor: qHTS for Inhibitors of TGF-b. hit rate 1.2% among 410,000. Potency, µM (doses to about 46.1 µM), inactives show at the top dose activity, negative = inhibition, hits mostly inhibitors. HepG2 CAGA-GFP TGF-b/SMAD3 reporter, GFP fluorescence, 18 h; TGF-beta stimulated, 500 pg/mL final. AID 588855, 2011; also: % is scaled to controls: 0 for no effect and ±100 for the full control effect; nearly all actives have a fitted effect of over 65% in size
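Cell-based qHTS in HEPG2 carrying a CAGA-GFP Smad reporter; compounds added before 500 pg/mL final TGF-beta, 18 h incubation at 37 degrees C, GFP fluorescence quantified per cell by imaging cytometry.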
Nrf2 ARE act: qHTS of Nrf2 Activators | AID 624171, 2012 | hit rate 0.31% among 410,000 | Potency, µM (doses to about 46.1 µM), inactives show top-dose activation, actives largely listed as activators | AREc32 ARE-luciferase reporter (MCF7-derived line), luminescence, 24 h; also: % of control where 0% means no effect; nearly all actives have a fitted effect of over 65% in size
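ARE activation measured as luciferase luminescence (Steady-Glo, 30 min RT) in AREc32_Fluc cells after 24 hr compound exposure at 37 deg C, 5% CO2; cells seeded overnight at 1000/well in OPTI-MEM, 5% FBS.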
EPAC2 antag: qHTS for Antagonist of cAMP-regulated guanine nucleotide exchange factor 2 (EPAC2): primary screen. EPAC2 GEF exchange of Rap1B-BODIPY-GDP, fluorescence. Potency, µM (doses to about 114 µM), for the others: at the top dose activity, negative = inhibition, usual class: inhibitors. hit rate 0.18% among 360,000. AID 720708, 2013; also: % is scaled to controls: 0 for no effect and ±100 for the full control effect; nearly all actives have a fitted effect of over 45% in size; many of its hits are not listed in these tables
Target sequence (Q8WZA2 whole entry, looked up): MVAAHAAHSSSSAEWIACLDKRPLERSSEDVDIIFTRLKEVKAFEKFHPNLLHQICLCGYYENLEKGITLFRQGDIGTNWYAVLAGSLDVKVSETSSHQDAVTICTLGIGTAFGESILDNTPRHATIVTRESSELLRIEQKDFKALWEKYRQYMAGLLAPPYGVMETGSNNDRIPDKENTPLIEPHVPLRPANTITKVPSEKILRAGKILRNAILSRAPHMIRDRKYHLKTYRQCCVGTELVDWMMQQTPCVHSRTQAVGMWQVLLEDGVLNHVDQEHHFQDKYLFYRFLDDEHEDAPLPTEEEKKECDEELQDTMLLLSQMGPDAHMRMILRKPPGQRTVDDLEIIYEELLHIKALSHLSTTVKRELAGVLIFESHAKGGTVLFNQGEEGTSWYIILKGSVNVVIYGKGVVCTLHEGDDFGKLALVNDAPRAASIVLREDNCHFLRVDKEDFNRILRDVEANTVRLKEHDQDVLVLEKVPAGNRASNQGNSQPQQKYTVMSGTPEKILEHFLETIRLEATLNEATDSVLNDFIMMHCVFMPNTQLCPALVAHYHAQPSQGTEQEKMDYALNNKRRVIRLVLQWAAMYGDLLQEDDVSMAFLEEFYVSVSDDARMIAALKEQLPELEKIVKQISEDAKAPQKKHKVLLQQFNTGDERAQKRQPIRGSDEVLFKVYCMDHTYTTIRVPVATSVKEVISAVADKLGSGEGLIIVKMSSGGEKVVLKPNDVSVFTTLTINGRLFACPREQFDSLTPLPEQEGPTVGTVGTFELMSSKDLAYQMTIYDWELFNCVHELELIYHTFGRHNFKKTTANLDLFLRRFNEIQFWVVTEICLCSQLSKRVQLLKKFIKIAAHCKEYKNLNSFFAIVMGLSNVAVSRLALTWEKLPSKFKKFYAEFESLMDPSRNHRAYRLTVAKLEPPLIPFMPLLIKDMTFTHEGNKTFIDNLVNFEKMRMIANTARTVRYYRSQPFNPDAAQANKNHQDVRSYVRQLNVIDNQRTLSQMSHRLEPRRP
S2 tox: Viability Counterscreen for Primary qHTS for Inhibitors of ATXN expression; S2 cells (HEK-293 line with an ATXN2-luciferase reporter) viability, CellTiter-Fluor protease fluorescence, 24 h; Potency, µM (series often up to 56.7 µM), usual class: cytotoxic; hit rate 0.49% among 400,000; also: nearly all actives have a fitted effect of over 40% in size
* = called active by the depositor; i = inactive; ? = inconclusive; nt = no result given. Calls follow the shape of the dose curve; as a rule, active = well fitted curve in the direction sought with a large enough effect; inconclusive = small, poorly fitted or top-dose-only effect, or another doubt; inactive = no such curve, though single readings can be large; an effect the other way counts as inactive or inconclusive. Potency is read from the fitted curve at half-maximal effect. Not all compounds are listed, so the mix of outcomes need not match the whole.

SMILES	MCF10A rerep	Nrf2 inh	ATXN2 expr inh	HepG2 viability	A549 viability	TGFb inhibitor	Nrf2 ARE act	EPAC2 antag	S2 tox
C[C@H](CO)N1C[C@H](C)[C@@H](CN(C)C(=O)Nc2ccc(C(F)(F)F)cc2)Oc2c(NC(=O)Cc3ccccc3)cccc2C1=O	-1%	-9%	-1%	-8%	-5%	-16%	3.1%	-11%	i
O=C(NCc1ccccc1)c1cccn1-c1nnc(N2CCCC2)s1	nt	?	nt	1%	-17%	-8%	0.3%	nt	nt
Brc1ccc(N=C(c2ccccc2)c2ccncc2)cc1	-10%	0%	-10%	3%	-3%	-29%	-0.6%	-10%	i
COc1ccccc1N1CCN(C(=O)COc2cc(C)ccc2C)CC1	12%	-6%	-6%	-19%	8%	-2%	-0.7%	-3%	i
CCCCCn1c(N2CCN(c3cccc(Cl)c3)CC2)nc2c1c(=O)[nH]c(=O)n2C	?	?	?	-8%	-9%	19%	0.7%	2%	?
Cc1cccc(Cn2cc(S(=O)(=O)c3ccccc3)c(=O)c3cc(F)c(N4CCOCC4)cc32)c1	nt	-20%	nt	-32%	-12%	-23%	0.7%	nt	nt
CC(C)(C)c1ccc(OCc2ccc(C(=O)NN)o2)cc1	18%	?	nt	-51%	2%	-17%	4.7%	-12%	?
COC(=O)CSc1nnc(SCc2ccc(Cl)cc2)s1	-2%	-2%	-22%	-2%	-4%	0%	-1.5%	5%	i
CC(O)(c1ccc(F)c(F)c1)c1nc(-c2ccc(F)c(Cl)c2)cs1 (configuration not stated)	nt	nt	-26%	-105%	nt	?	0.3%	2%	i
Cc1cccc(CCNC(=O)C2CCC(=O)N2Cc2ccc(F)cc2)c1 (configuration not stated)	-2%	-30%	-12%	-17%	1%	-7%	0.2%	14%	i
COc1ccc(OC)c(C2CC(=O)Nc3c2c(=O)[nH]c2nc4ccccc4n32)c1 (configuration not stated)	nt	10%	3%	-23%	3%	0%	-0.3%	nt	i
Cc1nonc1C(=O)N/N=C/c1ccc([N+](=O)[O-])o1	-2%	9%	?	-90%	-10%	?	?	-25%	?
COc1ccc(NC(=O)C2CCN(S(=O)(=O)c3ccc(N4CCCC4=O)cc3)CC2)c(OC)c1	-2%	4%	-1%	-3%	8%	0%	-0.4%	-5%	i
CCC(C(=O)NCc1ccncc1)c1ccccc1 (configuration not stated)	4%	-9%	3%	-13%	-3%	0%	0.1%	0%	i
CCC1CCCCN1C(=O)COc1cc(=O)n(C)c2ccccc12 (configuration not stated)	16%	?	6%	-4%	-9%	2%	2.9%	3%	i

Individual results from above.
For Nrf2 inh, Brc1ccc(N=C(c2ccccc2)c2ccncc2)cc1 has the entry 0%
For TGFb inhibitor, O=C(NCc1ccccc1)c1cccn1-c1nnc(N2CCCC2)s1 has the entry -8%
For MCF10A rerep, COc1ccc(NC(=O)C2CCN(S(=O)(=O)c3ccc(N4CCCC4=O)cc3)CC2)c(OC)c1 has the entry -2%
For EPAC2 antag, CCC(C(=O)NCc1ccncc1)c1ccccc1 (configuration not stated) has the entry 0%
For Nrf2 ARE act, CCCCCn1c(N2CCN(c3cccc(Cl)c3)CC2)nc2c1c(=O)[nH]c(=O)n2C has the entry 0.7%

Reformatted in CSV form: entries from further up.
structure,MCF10A rerep,Nrf2 inh,ATXN2 expr inh,HepG2 viability,A549 viability,TGFb inhibitor,Nrf2 ARE act,EPAC2 antag,S2 tox
CCCCCn1c(N2CCN(c3cccc(Cl)c3)CC2)nc2c1c(=O)[nH]c(=O)n2C,?,?,?,-8%,-9%,19%,0.7%,2%,?
Cc1cccc(Cn2cc(S(=O)(=O)c3ccccc3)c(=O)c3cc(F)c(N4CCOCC4)cc32)c1,nt,-20%,nt,-32%,-12%,-23%,0.7%,nt,nt
CC(C)(C)c1ccc(OCc2ccc(C(=O)NN)o2)cc1,18%,?,nt,-51%,2%,-17%,4.7%,-12%,?
COC(=O)CSc1nnc(SCc2ccc(Cl)cc2)s1,-2%,-2%,-22%,-2%,-4%,0%,-1.5%,5%,i

Remaining list, next part
SMILES	MCF10A rerep	Nrf2 inh	ATXN2 expr inh	HepG2 viability	A549 viability	TGFb inhibitor	Nrf2 ARE act	EPAC2 antag	S2 tox
Cc1ccccc1Cn1c(O)c(N=NC(=S)Nc2ccccc2F)c2ccccc21	5%	?	nt	5%	?	8%	0.2%	4%	?
Cc1ccc(C(=O)Nc2c(N)nc(SCC(=O)NCC3CCCO3)[nH]c2=O)cc1 (configuration not stated)	-1%	-13%	1%	-14%	0%	0%	-0.3%	5%	i
COC(=O)c1cc(OC)c(OC)cc1NC(=S)N1CCCCC1	-2%	-6%	5%	-8%	-19%	2%	2.7%	9%	i
CCn1c(C)c(CS(=O)(=O)c2ccccc2)[nH]c1=O	7.3µM*	-1%	1%	-27%	0%	-11%	9.4%	-9%	i
COc1cccc(CNC(=O)CSc2ccc(-c3ccccn3)nn2)c1	2%	0%	1%	0%	5%	-1%	-0.2%	6%	i
Cc1cc(NC(=O)CSc2nnc(-c3ccco3)n2Cc2ccccc2)no1	9%	5%	-6%	-6%	4%	2%	0.0%	8%	i
CC(C)NC(=O)NS(=O)(=O)c1cnccc1NC1CC2CCC1C2 (configuration not stated)	0%	nt	7%	-3%	-1%	0%	-0.4%	5%	?
O=c1c2c3c(sc2n(Cc2cc(=O)n4ccccc4n2)c(=O)n1-c1ccccc1)CCC3	nt	-1%	3%	9%	-9%	6%	-0.5%	nt	i
Cc1cc(S(=O)(=O)N2CCCC2)ccc1OCC(=O)NCc1ccccn1	-12%	1%	-10%	4%	-5%	2%	0.2%	2%	i
NC(=O)c1ccccc1OCC(=O)N1CCC(Cc2ccccc2)CC1	1%	5.2µM*	?	-28%	-18%	?	0.2%	3%	i
Cn1c(SCC(=O)NCc2ccco2)nc2ccccc2c1=O	11%	-2%	-1%	-4%	?	15%	26%	-3%	i
C=CC[C@H](CC(=O)NCCO)C(=O)N[C@H](COC(=O)[C@H](CC=C)CC(=O)OC(C)(C)C)c1ccccc1	9%	-5%	10%	-2%	-5%	-3%	-0.4%	-1%	i
Cc1cc(NC(=O)COC(=O)CCCOc2ccc(Cl)cc2C)no1	-3%	-22%	-1%	-11%	3%	0%	0.2%	-6%	i
O=C(NCCc1c[nH]c2ccccc12)c1cc(S(=O)(=O)N2CCCCC2)ccc1N1CCOCC1	-13%	-4%	-4%	-18%	-2%	10%	-0.1%	-1%	i
O=C(O)c1ccc(CSCc2ccccc2F)o1	10%	-12%	-15%	13%	0%	15%	-0.3%	-3%	i

Sorted by formula weight (highest first): 3 of the compounds above
SMILES	MCF10A rerep	Nrf2 inh	ATXN2 expr inh	HepG2 viability	A549 viability	TGFb inhibitor	Nrf2 ARE act	EPAC2 antag	S2 tox
C=CC[C@H](CC(=O)NCCO)C(=O)N[C@H](COC(=O)[C@H](CC=C)CC(=O)OC(C)(C)C)c1ccccc1	9%	-5%	10%	-2%	-5%	-3%	-0.4%	-1%	i
O=C(NCCc1c[nH]c2ccccc12)c1cc(S(=O)(=O)N2CCCCC2)ccc1N1CCOCC1	-13%	-4%	-4%	-18%	-2%	10%	-0.1%	-1%	i
COC(=O)c1cc(OC)c(OC)cc1NC(=S)N1CCCCC1	-2%	-6%	5%	-8%	-19%	2%	2.7%	9%	i

The results go on:
SMILES	MCF10A rerep	Nrf2 inh	ATXN2 expr inh	HepG2 viability	A549 viability	TGFb inhibitor	Nrf2 ARE act	EPAC2 antag	S2 tox
COc1cc(C(=O)NC2CC3CCCC(C2)N3CC(=O)Nc2ccccc2)cc(OC)c1OC (configuration not stated)	-1%	-8%	-10%	-10%	0%	0%	-0.6%	-2%	i
CN(C)S(=O)(=O)c1ccc(N2CCCC2)c(C(=O)NCCc2ccc(F)cc2)c1	?	0%	-4%	-3%	2%	0%	2.9%	-1%	i
COc1ccc(CCNC(=O)c2cnn(-c3ccc(F)cc3)c2C2CCN(C(=O)OC(C)(C)C)CC2)c(OC)c1	nt	-26%	-11%	-34%	-5%	?	-0.5%	nt	?
CCn1c(SCC(=O)Nc2ccc(OCc3ccccc3)cc2)nnc1-c1ccco1	15%	15µM*	-4%	-15%	?	-11%	0.8%	-7%	i
Nc1nc(-c2ccccc2)c(-c2ccccc2)n1N	?	18%	21%	4%	-2%	13%	0.5%	-10%	i
Cc1cc(NC(=O)CSc2ccc3nnc(-c4ccccc4)n3n2)no1	3%	14%	1%	-2%	0%	-9%	0.6%	0%	i
COc1ccc(C(=O)Nn2cnnc2)c(OC)c1	4%	6%	-2%	16%	-2%	-17%	0.0%	4%	i
Cn1nccc1C(=O)Nn1cnnc1	5%	19%	4%	-1%	-5%	16%	-0.5%	-6%	i
Cc1ccccc1C(=O)NC1CC2CCCC(C1)N2Cc1ccc(Cl)cc1 (configuration not stated)	-1%	-10%	8%	1%	-13%	1%	0.4%	1%	i
O=C(CNC(=O)c1ccc(Br)o1)NCC1CCCCC1	-6%	2%	nt	-19%	8%	0%	2.9%	5%	nt
COc1ccc(C2=NOC(C(=O)NC(C)(C)C)C2)cc1 (configuration not stated)	-26%	nt	19%	3%	15%	3%	-1.0%	10%	i
COc1ccc(CN2CCN(CC(O)Cn3c4ccccc4c4ccccc43)CC2)cc1 (configuration not stated)	?	9%	?	-108%	-1%	?	0.3%	2%	?
CCn1c(COc2ccc(C)cc2)nnc1SCC(=O)Nc1cc(OC)ccc1OC	11%	?	-3%	-24%	-10%	-4%	0.4%	-12%	?
O=C(/C=C\Nc1ccccn1)c1ccccc1	-3%	?	5%	-36%	1%	28%	?	7%	i

Bioassay records as filed in PubChem BioAssay.
